KLK5 inh: kallikrein 5 (human) inhibition | inhibition, % at 5 µM | recombinant hK5, fluorogenic AMC substrate cleavage | Q9Y337 | actives 0.59% (n = 210,000);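 active = inhibition of 40% or more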;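 note: 0% = enzyme controls without compound and 100% = no-enzyme blanks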
MDM2 E3 inh: inhibitors of human Mdm2 E3 ubiquitin ligase; Q00987; cell-based MDM2 ubiquitination luciferase reporter, 2 h; 0 = plate control, 100 = twice control, blank-subtracted; signal enhancement, % at 5 µM; actives 0.11% (n = 210,000); AID 1230;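 active = signal enhancement of 30% or more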;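 note: luminescence tracks abundance of the self-degrading MDM2-luciferase fusion protein; higher signal means inhibition of MDM2 E3 ligase activity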
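Material: Stable MDM2–luciferase fusion reporter cells | Amount: 2000 cells seeded into each well | Dosing: One concentration, 5 µM, with 0.2% DMSO | Incubation: 4 h cell settling then 2 h compound exposure, 37 °C | Measured by: Luciferase luminescence | Read-out basis: % enhancement relative to plate controls after blank subtraction | Benchmarks: Control and blank well means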
Rad51 HR inh: Rad51 (human) homologous recombination inhibition | actives 0.085% (n = 200,000) | AID 1385 | Q06609 | hRad51 DNA strand exchange, fluorescence dequenching | inhibition, % at 10 µM;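 active = inhibition above 40% at the single screening dose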;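 note: 0% = DMSO control wells and 100% = blanks with heterologous ssDNA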
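material = hRad51 filaments on single-stranded DNA | reagent = Donor/quencher-labelled 47-bp dsDNA substrate | compound = 10 µM final, single point | schedule = strand-exchange reaction 15 min at room temperature | measured by = fluorescein emission 520 nm, excitation 485 nm | read-out basis = % inhibition versus plate control and blank means | benchmarks = plate controls and plate blanks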
14-3-3 Bad PPI: disrupts binding of bovine 14-3-3 zeta to phospho-Bad peptide; P63103; TR-FRET 14-3-3zeta/Dy647-pBad peptide displacement, 1 h; inhibition, % at 21.7 µM; actives 0.71% (n = 220,000);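 active = inhibition above about 70%, limit read from the data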;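 note: 0% = full 14-3-3 plus peptide FRET controls and 100% = background without 14-3-3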
FXIIa inh: factor XIIa (human) inhibition. actives 0.3% (n = 220,000). purified FXIIa, Boc-QGR-AMC fluorogenic substrate, 2 h. inhibition, % at 5 µM. AID 800; in the data active = inhibition above about 40%;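 note: 0% = enzyme with no compound and 100% = blank without enzyme; many of its hits are not listed in these tables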
eIF4E 4G PPI: inhibitors of eIF4E and eIF4G interaction in translation initiation | P63073+Q04637 | TR-FRET eIF4E-eIF4GI(517-606) binding, 2 h | inhibition, % at 21.7 µM | actives 0.37% (n = 220,000);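 active = inhibition above about 30%, limit read from the data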;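 note: 0% = full FRET control wells and 100% = background wells lacking eIF4GI fragment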
Wee1 stabilizer: inhibitors of human Wee1 degradation. reporter increase, % at 5 µM. actives 1.2% (n = 220,000). P30291. HeLa Luc-Wee1K328M stability, luciferase luminescence; 100% = proteasome inhibitor MG132 effect;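 active = activation above the mean of all tested compounds plus 3 SD, set per screening run, cut at about 8.8% in these data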;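 note: cells exposed to compound for 20 h before luminescence read; 0% = DMSO alone and 100% = MG132 at 30 µM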
p97 ATPase inh: human p97 ATPase inhibition | recombinant p97 ATPase, Kinase-Glo ATP luminescence, 3 h | inhibition, % at 8 µM | actives 0.42% (n = 220,000); in the data active = inhibition above about 15%;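 note: 0% = DMSO vehicle and 100% = wells lacking enzyme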
FXIa inh 1536: blocks human coagulation factor XIa protease activity | P03951 | purified FXIa, Boc-Glu-Ala-Arg-AMC fluorogenic substrate | inhibition, % at 5 µM | actives 0.14% (n = 220,000) | AID 798;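 active = inhibition of at least 40%; inactive = inhibition below 40%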;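 note: fluorescence of freed AMC excited at 355 nm; 0% = enzyme without compound and 100% = no enzyme blank; many of its hits are not listed in these tables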
The depositor's hits bear a star; . = no result given; [ ] = dose if it differs, or a comment.

SMILES | KLK5 inh | MDM2 E3 inh | Rad51 HR inh | 14-3-3 Bad PPI | FXIIa inh | eIF4E 4G PPI | Wee1 stabilizer | p97 ATPase inh | FXIa inh 1536
CC(C)C(=O)NC(=S)Nc1ccc(S(=O)(=O)N(C)C)cc1 | -18.9 | -7.4 | -10.4 | -15.6 | 14.4 | 2.5 | -0.8 | 0.0 | 6.4
O=C(O)c1ccc(-n2c(=O)c3ccccc3c3ccccc3c2=O)cc1 | -0.2 | 5.4 | 0.8 | -3.9 | 7.1 | 1.5 | 6.2 | 0.6 | -5.9
CCCn1c(N2CCN(CC(=O)Nc3ccc4c(c3)OCCO4)CC2)nc2ccccc21 | -12.4 | -13.6 | -5.6 | 43.1 | 17.6 | 1.4 | -0.7 | 1.2 | 7.0
CCOC(=O)c1c(NC(=O)CSc2n[nH]c(N)n2)sc(CC)c1C | -21.5 | -25.5 | 6.4 | -6.1 | 19.6 | -1.7 | 0.5 | 0.0 | 10.7
Brc1ccc(OCc2ccccc2)c(CNCc2ccncc2)c1 | -12.2 | -10.1 | 1.2 | 48.6[fluorescence artefact?] | 3.1 | -1.9[fluorescence artefact?] | 0.7 | -5.2 | -4.2
O=C1CSC(c2ccccn2)N1c1ccc(Cl)c(Cl)c1 (stereo not drawn) | -6.6 | -6.3 | 3.4 | -6.5 | 16.5 | 0.5 | -2.8 | 5.2 | 6.5
Cn1c(SCC(=O)Nc2nc3c(s2)CCCC3)nnc1-c1ccccc1 | -28.4 | -4.4 | -5.9 | 6.7 | 6.5 | -2.6 | -2.0 | -0.7 | 0.7
Cc1ccc(Cn2nnc3c(=O)[nH]c(C4CCCN(C(=O)Nc5ccc(F)cc5F)C4)nc32)cc1 (stereo not drawn) | -3.8 | -6.0 | 0.8 | -15.1 | 1.1 | -1.0 | -1.6 | 2.0 | -2.6
Cc1cccc(N=Nc2c(C)[nH]n(C(N)=S)c2=O)c1C | 27.5 | -86.3 | . | -17.6 | 30.6 | -10.4 | 0.5 | -3.3 | 33.5
CCOc1ccc(C(C)=O)cc1CSc1nc(C)cc(C)n1 | 0.3 | -10.7 | 8.8 | -0.3 | 9.8 | -4.0 | 3.0 | 0.1 | -1.6
CN1CCN(S(=O)(=O)c2ccc(Sc3nnc(-c4cccs4)n3-c3ccccc3)nc2)CC1 | 0.1 | 1.9 | 3.6 | -5.0 | 8.0 | 1.6 | 0.9 | 1.4 | 3.1
COc1ccccc1CN(C)CC(=O)Nc1ccc(Cl)cc1C(F)(F)F | -27.7 | . | . | 22.4 | 10.1 | 4.2 | 4.3 | 2.3 | 8.2
CC1OC(Nc2ccc(OC(F)(F)F)cc2)C(O)C(O)C1O (stereo not drawn) | 13.8 | -19.5 | -19.6 | -2.9[fluorescence artefact?] | 16.2 | -1.0[fluorescence artefact?] | -2.1 | 4.3 | 1.7
CCCN(CC1CC1)C(=S)Nc1ccccc1F | -3.6 | -3.0 | 1.0 | -8.9 | 2.9 | 0.9 | -5.2 | -5.2 | -4.0
Cc1sc2nc3ccc(N4CCCCC4)nn3c(=O)c2c1C | 7.5 | -10.6 | 8.8 | -3.5[fluorescence artefact?] | 16.4 | 7.4[fluorescence artefact?] | -0.7 | 1.2 | 4.7
C/C(=C\C(=O)c1ccncc1)Nc1ccccc1O | -5.2 | -10.4 | -5.3 | -3.8 | 23.0 | 2.1 | 1.9 | 3.0 | 5.5
COc1c(C)cc(C(=O)C2CCCN(Cc3cnc(N4CCOCC4)s3)C2)cc1C (stereo not drawn) | 18.4 | -8.9 | -4.3 | 5.8 | 35.9 | -2.3 | -4.0 | -6.8 | 7.8
O=C(NC(=S)Nc1cccnc1)c1cccs1 | -2.8 | -9.2 | 6.0 | -10.6 | 4.2 | -5.5 | -0.5 | 1.6 | -4.6
Cc1cccc(/C=N/N2CCN(c3ccccc3)CC2)c1 | -15.8 | -6.9 | . | -13.6[fluorescence artefact?] | 4.0 | -0.4 | -0.9 | -5.6 | -4.7
O=C(NC1CCCC1)C(c1ccccc1)N(Cc1cccnc1)C(=O)Cc1cccs1 (stereo not drawn) | -42.1 | -3.5 | 5.7 | -6.7 | 3.3 | 1.0 | 1.5 | 5.6 | -4.4
CCOc1ccccc1NC(=O)Cn1nnc(C(=O)NCCc2ccc(OC)c(OC)c2)c1N | -3.0 | 2.6 | -1.6 | -16.4 | 5.4 | -5.6 | -0.9 | 2.9 | -2.3
O=C(/C=N/O)NCC1CCNCC1 | -1.5 | -3.2 | . | 1.6 | 18.1 | -3.2 | -0.3 | 4.2 | 0.6
C/C=C/C(=O)OCC(=O)Nc1ccccc1Br | -5.0 | -17.1 | . | -2.6 | -3.8 | -3.5 | 3.7 | 1.4 | -5.4
Cc1ccc(S(=O)(=O)NNC(=O)C(O)(c2ccccc2C)c2ccccc2C)cc1 | -13.8 | 9.2 | . | -0.6[fluorescence artefact?] | 7.8 | -4.4 | 1.0 | -0.9 | 1.9
CN(C)CC/C=C1/c2cc(F)ccc2CSc2ccc(F)cc21 | -13.8 | 6.8 | 3.9 | 3.4 | 5.5 | 22.1 | 0.6 | 1.8 | 1.6

Following part.
SMILES | KLK5 inh | MDM2 E3 inh | Rad51 HR inh | 14-3-3 Bad PPI | FXIIa inh | eIF4E 4G PPI | Wee1 stabilizer | p97 ATPase inh | FXIa inh 1536
C/C(CC(=O)Nc1ccc(OCc2ccccc2)cc1)=N\NC(=O)C(=O)Nc1ccc(C)c(Cl)c1 | -2.2 | 4.2 | 0.4 | 8.4 | 22.3 | -23.8 | 1.0 | -3.3 | 0.8
Cc1nc2ccccc2n1C(=O)N(C)C | 2.3 | -2.2 | 5.9 | -4.4 | 7.9 | -2.2 | -0.1 | -4.0 | 0.4
COc1ccccc1C/C(N)=N/OC(=O)COc1cccc2ccccc12 | 0.9 | -23.9 | . | -8.0 | 12.3 | -2.9 | -1.9 | -7.8 | 2.5
Fc1ccc(CSc2ccc3nnc(-c4cccnc4)n3n2)cc1 | -1.8 | 4.6 | 2.5 | -11.1 | 3.5 | 2.3 | -0.6 | 3.7 | -2.1
CSc1cccc(NC(=S)N2CCC(N(C)C3CCCC3)CC2)c1 | -2.8 | 1.0 | 13.3 | -17.1 | 13.2 | -2.3 | 2.9 | 6.7 | 2.0
Cc1cc(S(=O)(=O)NC2CCCCC2)ccc1OCC(=O)NCc1ccccn1 | -12.0 | -13.0 | 12.0 | -1.6 | 12.6 | -9.6 | 0.8 | -3.5 | -7.3
O=[N+]([O-])/C=C\c1ccc(N2CCCC2)c(F)c1 | -0.7 | -12.3 | -42.4 | -6.9 | 7.3 | 2.9 | 15.8* | 1.8 | -4.7
CCn1c(C(C)NC(=O)c2ccccc2C)n[nH]c1=S (stereo not drawn) | -9.6 | -6.2 | 3.5 | -13.5 | 6.2 | -1.2 | -1.1 | 0.1 | -7.9
O=c1c([N+](=O)[O-])cccn1Cc1cccc(Cl)c1 | -8.4 | -8.3 | -4.4 | 2.1 | 10.4 | 2.5 | 1.5 | 0.6 | 0.9
CCOc1ccc(Nc2nc(N)nc(CN3CCN(c4ccccc4F)CC3)n2)cc1 | -7.8 | -15.9 | -2.8 | -5.6 | 1.2 | 5.1 | 0.1 | -6.4 | -7.5
O=S(=O)(NCCc1csc(-c2cccnc2)n1)c1ccc(Cl)s1 | -2.4 | -13.1 | -9.8 | 18.6 | 11.2 | -5.2 | 2.2 | 3.5 | 1.3
CCOC(=O)C1=C(C)Nc2nnnn2C1c1ccc(OC)c(Br)c1 (stereo not drawn) | -1.3 | -14.1 | 7.8 | -1.3 | 10.8 | 3.9 | -2.4 | 2.4 | 4.1
CC(C)CCOc1ccc(C2(C)NC(=O)N(CN3CCOCC3)C2=O)cc1 (stereo not drawn) | 9.8 | -6.8 | 4.4 | -0.8 | -1.0 | 7.2 | -1.1 | 4.9 | -6.8
O=C1CC(N2CCC(c3nc4ccccc4s3)CC2)C(=O)N1Cc1ccccc1 (stereo not drawn) | -3.2 | -9.2 | -4.8 | 3.0 | 3.2 | 1.9 | 5.0 | -5.5 | 5.7
COc1ccc(-c2nc(=S)[nH][nH]2)cc1OC | -8.0 | -8.2 | 11.5 | -3.5 | 6.3 | -3.6 | -3.2 | -3.7 | -4.2
O=C1CC(c2ccccc2)Cc2nc3ncnn3cc21 (stereo not drawn) | 7.4 | 10.6 | -2.0 | 0.9 | 14.6 | -1.2 | -0.1 | 1.6 | 5.8
COc1ccc2nc(SCC(=O)Nc3ccccc3C#N)[nH]c2c1 | 4.3 | -3.3 | 2.9 | -2.9 | 16.9 | -5.4[fluorescence artefact?] | -1.6 | 9.7 | 1.1
CCn1c(SCC(=O)N2CCCC2)nc2ccccc21 | 11.8 | -9.5 | -6.7 | 2.3 | 29.7 | -1.5 | 0.7 | -3.5 | 10.8
COc1ccc(S(=O)(=O)N2CCSC2c2ccc(N)cc2)cc1 (stereo not drawn) | 13.7 | -20.8 | 4.0 | -2.0[fluorescence artefact?] | 1.9 | 1.1 | -1.8 | -2.2 | 4.5
CCNS(=O)(=O)c1ccc(NC(=O)Nc2cc(C)ccc2OC)cc1 | 0.8 | -8.0 | 3.9 | -2.0 | 7.8 | -6.7 | -1.3 | 2.3 | 0.9
CN(C)S(=O)(=O)c1ccc(N2CCN(S(=O)(=O)c3ccc(F)cc3)CC2)c(Cl)c1 | -1.4 | -20.1 | 6.8 | 6.7 | 15.6 | -0.9[fluorescence artefact?] | 1.8 | 4.5 | 13.6
CCC1CCCCN1C(=O)c1sc2ncnc(N(CC)CC)c2c1C (stereo not drawn) | -3.5 | -2.8 | 9.6 | -3.1 | 8.0 | -1.6 | 4.7 | -5.8 | -4.8
CS(=O)(=O)N(CCC#N)Cc1ccco1 | -1.7 | -0.6 | 4.5 | -5.9 | 4.8 | -0.3 | -1.3 | -0.5 | -7.7
C/C(N)=C(/C#N)C(=O)COC(=O)CSc1ccccc1 | 4.0 | -19.2 | -1.2 | 1.6 | 4.0 | -3.2 | -2.1 | -8.6 | 2.2
O=C(CNS(=O)(=O)c1ccc(Cl)cc1)N/N=C/c1ccco1 | 2.9 | -4.1 | -6.8 | -2.8 | 14.2 | 1.2 | -3.0 | 1.6 | 0.6
O=C(O)CSC1CC(=O)N(c2ccc(Cl)c(Cl)c2)C1=O (stereo not drawn) | -20.4 | -22.4 | 23.4 | 1.8 | 0.3 | 4.6[fluorescence artefact?] | -2.2 | 6.2 | -4.4

Given with each value named: 3 of the compounds above.
> Fc1ccc(CSc2ccc3nnc(-c4cccnc4)n3n2)cc1
  KLK5 inh: -1.8
  MDM2 E3 inh: 4.6
  Rad51 HR inh: 2.5
  14-3-3 Bad PPI: -11.1
  FXIIa inh: 3.5
  eIF4E 4G PPI: 2.3
  Wee1 stabilizer: -0.6
  p97 ATPase inh: 3.7
  FXIa inh 1536: -2.1

> CSc1cccc(NC(=S)N2CCC(N(C)C3CCCC3)CC2)c1
  KLK5 inh: -2.8
  MDM2 E3 inh: 1.0
  Rad51 HR inh: 13.3
  14-3-3 Bad PPI: -17.1
  FXIIa inh: 13.2
  eIF4E 4G PPI: -2.3
  Wee1 stabilizer: 2.9
  p97 ATPase inh: 6.7
  FXIa inh 1536: 2.0

> Cc1cc(S(=O)(=O)NC2CCCCC2)ccc1OCC(=O)NCc1ccccn1
  KLK5 inh: -12.0
  MDM2 E3 inh: -13.0
  Rad51 HR inh: 12.0
  14-3-3 Bad PPI: -1.6
  FXIIa inh: 12.6
  eIF4E 4G PPI: -9.6
  Wee1 stabilizer: 0.8
  p97 ATPase inh: -3.5
  FXIa inh 1536: -7.3

Compound activity (PubChem)
